TDP1 cell CPT: qHTS for Inhibitors of human tyrosyl-DNA phosphodiesterase 1 (TDP1): qHTS in cells in presence of CPT. chicken DT40 Tdp1-/-;hTDP1 cells + 20 nM CPT, ATP luminescence, 48 h. Potency, µM (series often up to 46.2 µM), for inactives: at the highest dose activity change, negative = growth inhibition, actives largely listed as inhibitors. actives 12% (n = 420,000). AID 686979, 2013; active = well fitted inhibition curve with a large enough effect; inconclusive = small, poorly fitted or top-dose-only effect; also: nearly all actives have a fitted effect of over 55% in size
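Chicken DT40 Tdp1-/- cells stably complemented with human TDP1 were seeded at 400 cells/well in medium containing 20 nM camptothecin, exposed to pin-transferred compounds, and grown at 37 °C for at least 48 hr. Viability was read as ATP luminescence.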
Active calls of the source: *; ? = inconclusive; [ ] = another dose, or the depositor's remark. % is scaled to controls: 0 for no effect and ±100 for the full control effect; potency is read from the fitted curve at half-maximal effect. Only part of the results is shown (hit frequency here may not be typical).

cpd	Compound	TDP1 cell CPT
1	CC1(C(=O)NS(=O)(=O)Cc2ccccc2C(F)(F)F)CCN1C(=O)Cc1ccsc1 (stereo not given)	?
2	CCOC(=O)C(Cc1ccccc1)C1(C)Oc2ccccc2O1 (stereo not given)	0%
3	COc1cccc(C(=O)N2CCC[C@H]2C(=O)N2CCC[C@H]2C(=O)N[C@H](C)c2ccccc2)c1	-7%
4	CSCC[C@@H](CO)NC(=O)[C@H]1O[C@@H](n2ccc(=O)[nH]c2=O)[C@H](O)[C@@H]1O	-10%
5	Cc1cc(C(O)c2ncc(-c3ccccc3)[nH]2)ccc1F (stereo not given)	16µM*
6	O=C(NCC1(N2CCOCC2)CCCCC1)c1cnn(-c2nccc(-c3ccco3)n2)c1C1CC1	?
7	COc1ccc(NC(=O)C2(C)Cc3c(-c4cccc(C(F)(F)F)c4)ccnc3O2)cc1OC (stereo not given)	16µM*
8	NC(=O)c1ccsc1NC(=O)COC(=O)Cc1ccccc1[N+](=O)[O-]	23µM*
9	CCCCN1C[C@H](CSC)[C@@H](CC(=O)NC)C1=O	-20%
10	CC(C)c1nc(SCC(=O)N2CCCCC2)c2c(=O)n(C)c(=O)n(C)c2n1	?
11	O=C(SCc1c(O)c2ccccc2oc1=O)c1ccccc1	-11%
12	COC(=O)[C@@]1(Sc2ccc(C)cc2)CC(=O)N(C(=O)C2CC2)[C@@H]1c1ccccc1	-24%

Pulled by structure from the list above:
cpd	Compound	TDP1 cell CPT
4	CSCC[C@@H](CO)NC(=O)[C@H]1O[C@@H](n2ccc(=O)[nH]c2=O)[C@H](O)[C@@H]1O	-10%
7	COc1ccc(NC(=O)C2(C)Cc3c(-c4cccc(C(F)(F)F)c4)ccnc3O2)cc1OC (stereo not given)	16µM*

The list goes on.
cpd	Compound	TDP1 cell CPT
13	O=c1[nH][nH]c2c1[C@H](CCc1cccc(Cl)c1)O[C@H](C1CCCC1)C2	?
14	O=C(/C=C/[C@H]1O[C@@H](n2ccc(=O)[nH]c2=O)[C@H](O)[C@@H]1O)NCc1ccccn1	3%
15	CC(C)C[C@H]1CNC(=S)N1C[C@H]1CCCN1C[C@H](Cc1ccc(O)cc1)N1C[C@H](Cc2ccccc2)N(CC2CCCCC2)C1=S	?
16	CC(=O)Nc1cc(-c2cccc(C(=O)NCCN(C)C)c2)cn2c(-c3ccc(C(C)=O)cc3)cnc12	?
17	CC(C)C[C@H]1COc2cc(N3CC[C@@H](O)C3)ccc2S(=O)(=O)N1	13%
18	CCc1nc2c(OCc3ccc(F)cc3)cccn2c1N(C)C(=O)c1ccc(C)cc1	15µM*
19	CCCCNC(=O)C1(C)CCN1Cc1cccc2c(OC)cc(C(=O)OCC)cc12 (stereo not given)	?
20	CCCCNC(=O)c1nc(C2CCNCC2)oc1-c1cccc(C(F)(F)F)c1	?
21	C[C@@H]1CN([C@H](C)CO)S(=O)(=O)c2ccc(C#CCN(C)C)cc2O[C@@H]1CN(C)Cc1ccccc1F	?
22	CC1=C(C(=O)N(C(C)C)C(C)C)CC(CC(=O)NCCCN(C)C)C(=O)N1Cc1ccc(F)cc1 (stereo not given)	4%
23	CC1(C)OC(=O)C2=C(C[C@@H](C3CCCCC3)O[C@H]2c2ccccc2)O1	?
24	CN1CCN(c2ccc(CNC(=O)C3(C)Cc4c(-c5ccccc5)ccnc4O3)cc2)CC1 (stereo not given)	26µM*
25	C[C@H](NC(=O)[C@@H]1CCCN1C(=O)[C@@H]1CCCN1C(=O)OC(C)(C)C)c1ccccc1	?
26	Cc1cc(Br)cn2c(CC(C)(C)C)c(C3CCCCC3)nc12	?
27	CCCCNC(=O)C1(C)CCCCN1C(=O)c1ccc(C)c(F)c1 (stereo not given)	-28%
28	CC(C)CN1C(=O)c2ccccc2C1c1nnnn1-c1ccc2c(c1)OCCO2 (stereo not given)	-20%
29	O=C(C(O)c1ccccc1)N1CCN(S(=O)(=O)c2ccc(C(F)(F)F)cc2)CC1 (stereo not given)	1%
30	Cc1noc(C)c1NC(=O)N(C)C[C@H]1OCc2cnnn2CCCC(=O)N([C@H](C)CO)C[C@H]1C	-5%
31	Cc1ccc(S(=O)(=O)N(C)C[C@@H]2OCc3cnnn3CCCC(=O)N([C@H](C)CO)C[C@@H]2C)cc1	-16%
32	COCCCNC(=S)N1CCN(c2nc(-c3ccc(Cl)cc3)cs2)CC1	?
33	Cc1cccc(C)c1NC(=O)C(C1CC1)n1c(=O)c(-c2cc3ccccc3[nH]2)nc2ccccc21 (stereo not given)	?
34	CCOc1ccc(NS(=O)(=O)c2cccs2)cc1S(=O)(=O)N1CCCC1	-10%
35	CCC(=O)N1CCCC(C)(C(=O)Nc2ccc(C)c(C)c2)C1 (stereo not given)	-20%
36	Nc1ccc2c(c1)C1(CCC2)NC(=O)NC1=O (stereo not given)	-6%
37	COc1ccc(Br)c(Cn2c(C)c(C(=O)NCCC#N)sc2=O)c1	-26%
38	C[C@@H]1CN([C@@H](C)CO)C(=O)CCCn2nncc2CO[C@@H]1CN(C)S(=O)(=O)c1ccc(Cl)cc1	-1%
39	Cc1ccc(S(=O)(=O)N2[C@H](CC(=O)c3cccc4ccccc34)OC[C@@H]2C)cc1	?
40	Cc1ccc([C@H]2C[C@H](n3cc(COC(=O)c4ccccc4)nn3)[C@@H](O)CN2Cc2cccs2)cc1	-28%
41	C[C@@]12CCC[C@H]1[C@@H]1CC[C@H]3C[C@@H](O)CC[C@]3(C)[C@H]1CC2	-6%
42	COc1ccc(Nc2nc3cc(-c4ccccc4C)sc3c(=O)n2C)cc1OC	?
43	COc1ccc(-c2nc3ccc(Br)cn3c2Cc2cccc(Cl)c2)cc1OC	?
44	CC(C)c1cc(C(=O)OCC(=O)NC2CCS(=O)(=O)C2)c(O)c(C(C)C)c1 (stereo not given)	?
45	CCN(CC)C(=O)C1=C(C)N(Cc2ccc(C(C)(C)C)cc2)C(=O)C(CC(=O)NC(c2ccccc2)c2ccccc2)C1 (stereo not given)	13µM*
46	Cc1ccc(S(=O)(=O)NC(=O)C2(C)CCN2C(=O)c2ccccc2CCc2ccccc2)cc1 (stereo not given)	3%
47	CCc1nc2c(OCCn3cccc3)cccn2c1N(C)C(=O)c1ccc(C)cc1	?
48	CCN(CC(=O)Nc1ccc2c(c1)OCCO2)C(=O)COc1ccc(C(C)=O)cc1	7%
49	CC(C)(C)NC(=O)C(c1ccc(O)cc1)N(Cc1ccc2c(c1)OCO2)C(=O)CCl (stereo not given)	?
50	CC(C)(C)NC(=O)C1c2ccccc2OCC(=O)N1CCCN1CCOCC1 (stereo not given)	5%
51	O=C(COC(=O)c1cnc(Cl)c(Cl)c1)NC1CCCC1	-2%
52	COc1ccc(-c2cc(NC(C)=O)c3ncc(-c4cc(OC)c(OC)c(OC)c4)n3c2)cn1	2.6µM*
53	O=C(CC[C@H]1O[C@@H](n2ccc(=O)[nH]c2=O)[C@H](O)[C@@H]1O)N[C@H](Cc1ccccc1)C(=O)NCc1cccs1	0%
54	O=[N+]([O-])c1ccc(C(S(=O)(=O)Cc2ccccc2)S(=O)(=O)Cc2ccccc2)cc1	?
55	Cc1cccc(C)c1NC(=O)C1(C)CN(S(C)(=O)=O)CC(=O)N1CCc1c[nH]c2ccccc12 (stereo not given)	15%
56	CCCCNC(=O)C1(C)CCC(=O)N1C1CCN(Cc2ccccc2)CC1 (stereo not given)	11%
57	NC(=O)c1cccc(Nc2nc(C(N)CCc3ccccc3)cs2)n1 (stereo not given)	2.1µM*
58	O=C(NC(c1ccccc1)c1ccc2ccccc2n1)C1CCN(Cc2ccc(Oc3ccccc3)cc2)CC1 (stereo not given)	?
59	COc1ccc2c(CN3CCCC3)cc(=O)oc2c1	0%
60	Cc1noc(C)c1S(=O)(=O)Nc1ccc2c(c1)C(=O)N([C@H](C)CO)C[C@H](C)[C@H](CN(C)C(=O)NC(C)C)OCCCC[C@@H](C)O2	2%

Four of these compounds, set out differently:
50: CC(C)(C)NC(=O)C1c2ccccc2OCC(=O)N1CCCN1CCOCC1 (stereo not given)
  TDP1 cell CPT = 5%
58: O=C(NC(c1ccccc1)c1ccc2ccccc2n1)C1CCN(Cc2ccc(Oc3ccccc3)cc2)CC1 (stereo not given)
  TDP1 cell CPT = ?
51: O=C(COC(=O)c1cnc(Cl)c(Cl)c1)NC1CCCC1
  TDP1 cell CPT = -2%
52: COc1ccc(-c2cc(NC(C)=O)c3ncc(-c4cc(OC)c(OC)c(OC)c4)n3c2)cn1
  TDP1 cell CPT = 2.6µM*

Additional records.
cpd	Compound	TDP1 cell CPT
61	C=C1C(=O)[C@]23C[C@H]1CCC2[C@@]1(C)C(C[C@@H]3O)[C@](C)(C(=O)O)C[C@H](O)[C@@H]1O (stereo not given in full)	2%
62	CS(=O)(=O)N(CC(=O)N1CCCC1)C1CCCCC1	1%
63	CCOC(=O)N(C)c1c(CC)nc2c(OCCC3CCCCC3)cccn12	?
64	CN1CCCN(c2cc(-c3ccc4ccccc4c3)nc3ccnn23)CC1	21µM*
65	O=C(CSc1ccc2nnc(-c3cccnc3)n2n1)Nc1ccccc1F	-23%
66	O=C(Nc1ccc([N+](=O)[O-])cc1)C(c1ccccc1)c1ccccc1	18µM*
67	Fc1cccc(Cc2c(-c3ccco3)nc3c4ccccc4ccn23)c1	6.5µM*
68	O=C1CCC(OCc2ccccc2)CCN1[C@H](CSc1ccccc1)Cc1ccccc1 (stereo not given in full)	?
69	OC[C@@H]1CN(Cc2cccnc2)C[C@H](n2cnc3c(NC4CCCC4)ncnc32)O1	-12%
70	COCOCCn1cc(CN2CCS(=O)(=O)N(Cc3ccc(-c4ccc(OC)cc4)cc3)C(CC(C)C)C2=O)nn1 (stereo not given)	16µM*
71	C[C@H](CO)N1C[C@H](C)[C@@H](CN(C)S(=O)(=O)c2cccc(F)c2)OCc2cnnn2CCCC1=O	14%
72	COc1ccc2c(CN3CCN(C(C)=O)CC3)cc(=O)oc2c1	-10%
73	CCCC(=O)N1CCC1(C)C(=O)NS(=O)(=O)c1ccc(C)cc1 (stereo not given)	-7%
74	COc1ccc(OC(F)(F)F)cc1CC1(C)C(=O)Nc2ccc(-c3ccsc3)cc21 (stereo not given)	?
75	COC(=O)C[C@H]1CC[C@@H](NC(=O)Nc2cccc(OC)c2)[C@@H](CO)O1	-1%
76	CC1(Cc2ccc(Cl)cc2)C(=O)Nc2ccc(-c3cccnc3)cc21 (stereo not given)	13µM*
77	CC(C)CC1C(=O)N(Cc2cn(CCC3OCCCO3)nn2)CCS(=O)(=O)N1Cc1ccc(-c2cccc(CO)c2)cc1 (stereo not given)	-26%
78	CCNC(=O)C1(C)CCN(C(=O)c2cccc(Cl)c2)C1 (stereo not given)	-18%
79	COc1ccccc1-c1ccc2c(c1)C(C)(Cc1cc(Cl)ccc1C(F)(F)F)C(=O)N2 (stereo not given)	?
80	Cc1ccc(S(=O)(=O)N2Cc3ccccc3CC2C(=O)N(C)C)cc1 (stereo not given)	-23%
81	CCNC(=O)C1(C)CCCN(C(=O)c2ccc(OC)c(F)c2)C1 (stereo not given)	9%
82	CC(C)(C)Cc1c(-c2cccc(Cl)c2)nc2ccc(Br)cn12	?
83	CCCCCCn1cc(CN2CC(N3CCN(CCN(C)C)CC3)CS2(=O)=O)nn1 (stereo not given)	2%
84	COc1ccccc1-c1ncn(Cc2cccc(-c3ccccc3)c2)c1-c1ccco1	26µM*
85	OC(c1ccc(F)cc1)c1nc(-c2cccs2)cs1 (stereo not given)	-29%
86	CCOc1ccc(CCNC(=O)COC(=O)c2ccc(C)c(S(=O)(=O)N3CCOCC3)c2)cc1OCC	-1%
87	CCN(C(=O)c1cc(OC)c(OC)c(OC)c1)C1CCCCC1	?
88	COc1ccccc1C1CN(CCNC(=O)c2sccc2Cl)Cc2ccccc2O1 (stereo not given)	-21%[9.04 µM]
89	CCCC(C)(C)C(=O)N1CCC1(C)C(=O)Nc1cccc2ccccc12 (stereo not given)	21µM*
90	CCc1nc2ccc(C(=O)NCCNC(C)=O)cn2c1N(CC)Cc1cccc(Br)c1	?
91	NC(Cc1ccccc1)c1csc(Nc2ccc(C(=O)NCCCO)cn2)n1 (stereo not given)	?
92	O=C(NCc1ccccc1)c1cc(C2COCCN2C(=O)C2CC2)on1 (stereo not given)	-9%
93	CCOC(=O)c1c(-c2cc(OC)c(OC)c(OC)c2)csc1NC(=O)c1ccccc1	?
94	Cc1ccc(CNC(=O)[C@H]2O[C@@H](n3cnc4c(N)ncnc43)[C@H](O)[C@@H]2O)o1	-4%
95	O=[N+]([O-])c1ccc(CN2[C@H](COCc3ccccc3)[C@@H](N3CCCC3)CS2(=O)=O)cc1	-17%
96	CCc1nc2c(OCc3ccc(OC)cc3)cccn2c1N(C)C(=O)c1ccco1	-24%
97	CCc1cc(-c2nnn(CCC3COCCO3)c2CC)ccc1-c1cn(Cc2ccc3ccccc3c2)nn1 (stereo not given)	5.8µM*
98	O=C(CC[C@H]1O[C@@H](n2ccc(=O)[nH]c2=O)[C@H](O)[C@@H]1O)N[C@@H](Cc1ccccc1)C(=O)NCc1ccccc1	-6%
99	Cc1cc(C)c(NC(=O)C2C(=O)Nc3ccccc3C(=O)N2C(C)(C)C)c(C)c1 (stereo not given)	5%
100	CCCCCCCCN1C(=O)[C@H](CC(=O)N2CCN(C(=O)C3CC3)CC2)C[C@@]2(C(=O)OC)CC(C)(C)CC=C12	15µM*
101	COC(=O)[C@]12CCCCC=C1N(Cc1cccc3ccccc13)C(=O)[C@H](CC(=O)NCc1ccc(C)o1)C2	?
102	Cc1nc(C(F)(F)F)ccc1C(=O)N1CCCCCC1(C)C(=O)NCC(C)C (stereo not given)	1%

Screening data as filed in PubChem.
